Compound activity from PubChem.
TDP43 rescue – inhibitors of TDP-43 toxicity in yeast; Potency, µM (series often up to 46.1 µM), for inactives: at the top dose growth rescue (activation), most hits filed as activators; TDP-43 expressing yeast growth rescue, BacTiter-Glo, 24 h; AID 652104; hit rate 1.8% among 410,000; note: % of control where 0% means no effect; nearly all actives have a fitted effect of over 50% in size
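Yeast cells expressing TDP-43 under galactose induction are exposed to compounds for 24 hr at 30 deg C. BacTiter-Glo luminescence measures growth, so protective compounds score as activators.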
EPAC1 agonist – EPAC1 (human) agonism. O95398. EPAC1 agonist qHTS, biochemical assay; response scale: 100% = response to 6.5 mM cAMP. Potency, µM (doses to about 154 µM), inactives show at the top dose activation, most hits filed as activators. hit rate 0.073% among 360,000. AID 720707; note: nearly all actives have a fitted effect of over 60% in size
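Fluorescent GDP-exchange assay: 100 nM EPAC1 with 250 nM Rap1B preloaded with BODIPY-GDP and 50 uM GDP; compounds tested as concentration series, 5 min at room temperature, then read every 5 min for 30 min (ex 480/em 540 nm); normalized to 6.5 mM cAMP.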
EPAC1 antagonist – blocks human EPAC1 exchange factor; hit rate 0.14% among 360,000; Potency, µM (highest dose often 115 µM), for inactives: top-dose activity change, negative = inhibition, most hits filed as inhibitors; EPAC1 GEF assay, Rap1b-BODIPY-GDP exchange fluorescence; O95398; AID 720709;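 note: plate controls were vehicle for no effect and positive control for full effect; nearly all actives have a fitted effect of over 50% in size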
PTHR1 agonist – agonists of human PTHR1 parathyroid hormone receptor; hit rate 0.075% among 410,000; Potency, µM (highest dose often 115 µM), for inactives: at the top dose activation, usual class: activators; HEK293 GP2 PTHR1 cells, GloSensor cAMP luminescence, 1 h; AID 743266; note: nearly all actives have a fitted effect of over 55% in size; some results filed as inactive show a strong effect at the top dose; inactives centre near -15; many of its hits are not listed in these tables
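HEK-293-derived GP2 cells expressing PTHR1 and a GloSensor cAMP reporter, 3,000/well, plated overnight, given luciferin plus IBMX (each 0.5 mM as added) for 1 h at 37 °C, then compound for 1 h at 37 °C. Luminescence was read after 15 min at room temperature.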
EPAC2 antag – antagonists of human EPAC2; hit rate 0.18% among 360,000; AID 720708; Potency, µM (titrated, usually from 114 µM), inactives show top-dose activity, negative = inhibition, most hits filed as inhibitors; Q8WZA2; EPAC2 GEF exchange of Rap1B-BODIPY-GDP, fluorescence; note: % is set by controls: 0 for no effect and ±100 for the full control effect; nearly all actives have a fitted effect of over 45% in size; many of its hits are not listed in these tables
Target sequence (Q8WZA2 whole entry, looked up): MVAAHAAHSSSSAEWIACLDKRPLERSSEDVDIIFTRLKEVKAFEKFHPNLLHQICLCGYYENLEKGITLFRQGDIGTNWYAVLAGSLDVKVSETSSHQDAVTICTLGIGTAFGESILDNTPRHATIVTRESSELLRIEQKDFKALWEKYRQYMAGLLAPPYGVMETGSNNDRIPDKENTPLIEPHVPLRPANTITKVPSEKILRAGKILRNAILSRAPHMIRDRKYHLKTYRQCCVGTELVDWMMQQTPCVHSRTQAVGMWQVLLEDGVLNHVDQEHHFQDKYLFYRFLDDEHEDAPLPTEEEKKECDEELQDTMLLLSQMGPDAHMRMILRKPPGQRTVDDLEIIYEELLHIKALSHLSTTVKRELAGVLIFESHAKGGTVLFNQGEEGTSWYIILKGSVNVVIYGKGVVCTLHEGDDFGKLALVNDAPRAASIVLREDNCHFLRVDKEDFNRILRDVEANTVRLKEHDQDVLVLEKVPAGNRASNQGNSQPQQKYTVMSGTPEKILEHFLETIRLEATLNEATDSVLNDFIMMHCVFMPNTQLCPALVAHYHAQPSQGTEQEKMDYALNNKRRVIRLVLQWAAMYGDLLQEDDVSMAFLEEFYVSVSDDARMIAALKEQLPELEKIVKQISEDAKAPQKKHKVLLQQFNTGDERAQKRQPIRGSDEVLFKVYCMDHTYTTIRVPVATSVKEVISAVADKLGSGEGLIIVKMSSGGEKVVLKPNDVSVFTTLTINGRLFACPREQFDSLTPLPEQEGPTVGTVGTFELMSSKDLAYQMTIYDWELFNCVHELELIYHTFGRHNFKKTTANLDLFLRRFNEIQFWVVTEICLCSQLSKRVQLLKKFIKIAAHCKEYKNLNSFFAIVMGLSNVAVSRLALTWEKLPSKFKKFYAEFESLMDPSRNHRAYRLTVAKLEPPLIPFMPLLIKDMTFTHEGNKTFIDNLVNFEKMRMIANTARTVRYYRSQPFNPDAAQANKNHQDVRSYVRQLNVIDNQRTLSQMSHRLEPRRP
EPAC2 ag – EPAC2 (human) agonism; Q8WZA2; EPAC2 activation, biochemical qHTS; response scale: 100% = 6.5 mM cAMP response; Potency, µM (doses to about 154 µM), for inactives: at the highest dose activation, actives largely listed as activators; hit rate 0.079% among 360,000; note: nearly all actives have a fitted effect of over 50% in size
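Fluorescence exchange assay: 100 nM EPAC2 with 250 nM RAP1B-BODIPY-GDP and 50 uM GDP; compounds tested as a concentration-titration series (qHTS). Loss of Rap1-bound BODIPY-GDP fluorescence read at 480/540 nm; data normalized to 6.5 mM cAMP.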
aSyn rescue – rescues yeast growth from alpha-synuclein toxicity; Yeast expressing alpha-synuclein, growth rescue, BacTiter-Glo, 24 h; Potency, µM (doses to about 46.1 µM), for inactives: top-dose growth rescue (activation), hits mostly activators; hit rate 0.14% among 370,000; AID 652106; note: % of control where 0% means no effect; nearly all actives have a fitted effect of over 65% in size
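Readout is rescue of growth in alpha-synuclein-expressing yeast, so inhibitors of toxicity appear as activators. Growth after 24 hr at 30 deg C in galactose medium is quantified by luminescence.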
FUS suppressor – suppressors of FUS proteinopathy in yeast | S. cerevisiae FUS-expressing, growth rescue, OD600, 24 h | hit rate 0.24% among 390,000 | AID 1347120 | Potency, µM (series often up to 76.6 µM), for inactives: at the top dose growth rescue (activation), hits mostly activators;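 note: plate controls were DMSO vehicle for no effect and reference control for full effect; nearly all actives have a fitted effect of over 55% in size; some results filed as inactive show a strong effect at the top dose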
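Yeast FUS proteinopathy model; galactose-induced FUS (2%), starting OD 0.005. Cpds in dilution series, 24hr, 30C, 99% humidity. Abs 600 nm growth. Pos ctrl CP55940 (top 92uM final); neg ctrl DMSO.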
An asterisk follows results filed as active; i = inactive; ? = inconclusive; nt = not tested or not shown; [ ] = remark or other dose. Calls come from the whole dose curve; as a rule, active = well fitted curve in the direction sought with a large enough effect; inconclusive = small, poorly fitted or top-dose-only effect, or another doubt; inactive = no such curve, though single readings can be large; an effect the other way counts as inactive or inconclusive. Potency is the fitted concentration of half-maximal effect. Only part of the results is shown; count on the stated rates, not on these rows.

The line under a structure holds: aSyn rescue, EPAC1 antagonist, TDP43 rescue, EPAC1 agonist, FUS suppressor, EPAC2 ag, PTHR1 agonist, EPAC2 antag
> CC(=O)N1CCCc2cc(S(=O)(=O)N(C)CCC#N)ccc21
→ 0%, 10%, -24%, 6%, 19%, 2%, -1%, 15%
> Cc1cnc(C(=O)NC(Cc2ccccc2)c2ccccc2)cn1 (centres undefined)
→ 2%, -6%, -8%, 8%, 4%, 4%, i, ?
> COc1ccc(-c2[nH]ncc2CN2CCCO2)c(F)c1
→ 3%, -1%, 11%, -3%, -3%, 8%, i, 1%
> Clc1cccc(C2=NOC(c3nnc(-c4ccccc4)o3)C2)c1 (centres undefined)
→ 13%, -12%, ?, 3%, 15%, 23%, -2%, -6%
> COc1ccc(/C=C2\SC(=O)N(CC(=O)NN3CCN(C)CC3)C2=O)cc1OC
→ -1%, -14%, -13%, 7%, 11%, 3%, -6%, -3%
> COc1ccc(C)cc1NC(=O)C1CC(=O)N(Cc2ccco2)C1 (centres undefined)
→ -1%, 5%, 11%, 4%, 11%, -18%, i, -3%
> Cc1ccc(-c2nc3ncccn3c2Nc2ccc3c(c2)OCCO3)o1
→ 0%, 2%, 14%, 1%, ?, -10%, i, 12%
> CCc1cccc(OCC2Cn3c(nc4c3c(=O)[nH]c(=O)n4C)O2)c1 (centres undefined)
→ 1%, 6%, 21%, 1%, -3%, 1%, -17%, -3%
> CC(=O)c1ccc(NC(=S)N2CCN(c3ccccn3)CC2)cc1
→ 2%, -5%, -10%, -7%, 6%, 6%, i, 8%
> O=C(Nc1ccccc1N1CCCCC1)c1cccc([N+](=O)[O-])c1
→ -20%, 0%, -7%, 11%, 28%, 8%, -26%, -24%
> O=C1C2C(C(=O)N1/N=C/c1ccc(N3CCCCC3)o1)C1C=CC2C12CC2 (centres undefined)
→ 5%, 21%, 0%, 0%, 18%, 23%, i, -5%
> O=C(NCc1ccncc1)C1CCN(S(=O)(=O)c2ccccc2)CC1
→ 0%, -9%, 12%, 2%, -3%, -5%, -4%, 0%
> N#CCCN1CCN(C2=NC(=O)C(=C3CCCCC3)S2)CC1
→ -4%, 5%, -9%, -2%, 18%, 3%, -2%[57.5 µM], -4%
> COC(=O)CC(C(=O)Nc1cc(C(=O)OC)cc(C(=O)OC)c1)N1CCN(C)CC1 (centres undefined)
→ 0%, -4%, -13%, 4%, 42%, 2%, -1%, -6%
> CNc1ncnc2c1ncn2[C@H]1CN(Cc2ccncc2)C[C@@H](CO)O1
→ -18%, -3%, ?, 10%, -18%, 8%, i, -2%
> Cc1cc(N2CCCC2)nc2ccccc12
→ -3%, ?, -13%, -6%, ?, -1%, i, -4%
> COc1cccc(/C=N/NC(=O)CCCC(=O)NC2CCCCC2)c1
→ 1%, -25%, 6%, 5%, 16%, 3%, 0%, 6%
> Cn1c(=O)cc(Cl)[nH]c1=O
→ -4%, -14%, -17%, -2%, 9%, 8%, i, 11%
> COc1ccc(C(=O)NCCCN(C)CCCNC(=O)c2ccc(OC)cc2)cc1
→ -2%, -15%, 5%, 13%, -6%, 8%, i, 20%
> O=C(Nn1c(Cc2ccccc2)nc2ccccc2c1=O)c1c(O)c2cccc3c2n(c1=O)CCC3
→ -2%, 6%, 0%, 18%, -32%, 1%, -34%, -2%
> O=C(NCCc1ccccc1)C1CCCN1S(=O)(=O)c1ccc(F)cc1 (centres undefined)
→ 1%, 5%, -10%, -2%, -5%, 8%, -9%[57.5 µM], -3%
> Oc1ccc(/C=N/N2CCCCC2)c(O)c1O
→ 1%, -27%, -11%, 1%, 34%, 3%, i, 4%
> O=C1C=C(c2cc(Cl)cc(Cl)c2)C[C@@H](c2ccc3c(c2)OCO3)C1
→ -2%, 4%, -1%, 2%, -15%, 9%, -20%, 7%
> CCc1ccccc1N(CC)C(=O)CCc1nc(-c2ccc(C)cc2)no1
→ -9%, -22%, 16%, 24%, ?, 15%, -19%, -9%
> CCCc1cc(=O)oc2cc(OCC(=O)NC3CCN(Cc4ccccc4)CC3)ccc12
→ 1%, 5%, 3%, 1%, -7%, 1%, i, 3%
> COc1cccc(/C=N/n2nnnc2N)c1
→ 1%, -15%, -10%, -1%, -20%, 9%, i, 5%
> COc1ccccc1N/C(=N/S(=O)(=O)c1ccc(Cl)cc1)c1ccccc1
→ 15%, -3%, 14%, 14%, 25%, 24%, -5%, -6%
> O=c1[nH]c(-c2ccccc2)c(-c2ccccc2)[nH]1
→ 2%, -1%, -1%, 5%, 6%, 3%, -9%, -2%
> COc1ccccc1NC(=S)N(Cc1ccco1)Cc1cc2cc(C)cc(C)c2[nH]c1=O
→ 0%, -20%, -16%, -5%, nt, -7%, 10%, -19%
> CC(=O)Nc1c(C(=O)c2ccccc2)oc2ccccc12
→ nt, -8%, 7.9µM*, 10%, -7%, 3%, -10%, 0%

3 entries out of the list, ordered by length of the SMILES, lowest first.
The line under a structure holds: aSyn rescue, EPAC1 antagonist, TDP43 rescue, EPAC1 agonist, FUS suppressor, EPAC2 ag, PTHR1 agonist, EPAC2 antag
> Cn1c(=O)cc(Cl)[nH]c1=O
→ -4%, -14%, -17%, -2%, 9%, 8%, i, 11%
> O=c1[nH]c(-c2ccccc2)c(-c2ccccc2)[nH]1
→ 2%, -1%, -1%, 5%, 6%, 3%, -9%, -2%
> CCc1cccc(OCC2Cn3c(nc4c3c(=O)[nH]c(=O)n4C)O2)c1 (centres undefined)
→ 1%, 6%, 21%, 1%, -3%, 1%, -17%, -3%

The listing picks up, starting 4 compounds before the break.
The line under a structure holds: aSyn rescue, EPAC1 antagonist, TDP43 rescue, EPAC1 agonist, FUS suppressor, EPAC2 ag, PTHR1 agonist, EPAC2 antag
> COc1ccccc1N/C(=N/S(=O)(=O)c1ccc(Cl)cc1)c1ccccc1
→ 15%, -3%, 14%, 14%, 25%, 24%, -5%, -6%
> O=c1[nH]c(-c2ccccc2)c(-c2ccccc2)[nH]1
→ 2%, -1%, -1%, 5%, 6%, 3%, -9%, -2%
> COc1ccccc1NC(=S)N(Cc1ccco1)Cc1cc2cc(C)cc(C)c2[nH]c1=O
→ 0%, -20%, -16%, -5%, nt, -7%, 10%, -19%
> CC(=O)Nc1c(C(=O)c2ccccc2)oc2ccccc12
→ nt, -8%, 7.9µM*, 10%, -7%, 3%, -10%, 0%
> CCOc1ccc(C=NN2CCCCCC2)cc1OCC
→ -12%, -2%, -1%, 2%, 4%, 2%, i, -7%
> O=C(CCCc1nc(-c2ccc(Cl)cc2)no1)NC1CCCC1
→ 5%, 8%, 3%, 0%, 6%, -1%, -30%, 1%
> Cc1cccc(NC(=S)N(CCN2CCOCC2)Cc2cc3cc4c(cc3[nH]c2=O)OCO4)c1
→ -3%, -14%, 18%, 1%, 25%, 0%, -53%[inhibitor], 5%
> CC(C)Nc1ncnc2c1ncn2[C@H]1CN(Cc2ccc(F)cc2)C[C@@H](CO)O1
→ -10%, -16%, 25%, 6%, -10%, -2%, i, -9%
> CC1(Cc2ccc3ccccc3n2)C(=O)Nc2ccc(OC(F)(F)F)cc21 (centres undefined)
→ 0%, ?, 10%, -19%, 19%, -1%, -24%, -27%
> O=C(Oc1cc(=O)oc2ccccc12)c1ccccc1
→ 9%, -1%, 27%, -16%, -18%, -5%, -15%, 7%
> Cc1c(NC(=O)C(C)OC(=O)/C=C/c2ccco2)c(=O)n(-c2ccccc2)n1C (centres undefined)
→ 13%, -4%, 10%, 11%, 15%, 5%, i, 8%
> O=C(NCCc1c[nH]c2ccccc12)c1ccc2nc[nH]c2c1
→ -2%, -3%, -11%, 5%, 6%, 6%, i, -1%
> CCC(C)[C@@H](C(=O)N1CCNCC1)n1cc(CCCCN)nn1 (some centres undefined)
→ -2%, -12%, 2%, -1%, -9%, 10%, -23%, 7%
> N#CCCn1ncc2ccccc21
→ -4%, -8%, 3%, 14%, -12%, 3%, i, 9%
> Cc1c(Br)c(O)c(Br)c(O)c1/C=N/n1c(-c2ccccc2)n[nH]c1=S
→ -15%, 56µM*, 12%, 4%, 45%, 9%, i, -13%
> COc1ccccc1N1CCN(S(=O)(=O)c2ccc(NC(C)=O)cc2)CC1
→ 5%, -27%, -5%, 7%, 11%, 8%, i, -16%
> O=C(CC(C(=O)O)c1ccccc1)Nc1ccccc1 (centres undefined)
→ 7%, -14%, -11%, 8%, -10%, 2%, 5%, 2%
> Nc1cc(Cl)ccc1C(=O)OCC(=O)NC(=O)NCc1ccccc1
→ 15%, -4%, -15%, -4%, nt, 6%, i, 8%
> COc1cccc(/C=C/C(=O)Nc2ccc3nc4n(c(=O)c3c2)CCCC4)c1OC
→ 6%, -14%, 7%, -4%, -30%, 7%, -66%[inhibitor], 3%
> C=CCn1c(SCc2nc3ccccc3[nH]2)nnc1-c1ccncc1
→ -2%, 2%, -8%, 7%, 15%, 12%, i, -1%
> Cc1ccccc1-n1c(C)nnc1SCC(=O)NNC(=O)c1ccccc1
→ 6%, 3%, 7%, 11%, -6%, 7%, i, -5%
> COCCn1c(=S)[nH]c2ccc(N(C)C)cc2c1=O
→ -9%, 1%, ?, -3%, 42%, -10%, i, -17%
> O=C1CCCN1CCCNC(=S)Nc1ccc(Nc2ccccc2)cc1
→ 0%, 0%, 8%, -2%, 9%, -2%, -21%, 6%
> CC(C)(C)C(=O)Nc1nnc(SCC(=O)Nc2ccc3c(c2)OCO3)s1
→ 1%, 6%, 4%, -12%, 15%, -2%, -20%, -2%
> Cn1c(-c2cnn(-c3ccccc3)c2-n2cccc2)n[nH]c1=S
→ -1%, -21%, 12%, -4%, -28%, 3%, -11%, -7%
> O=C(O)CCC(=O)N1CCN(c2nc3ccccc3s2)CC1
→ 4%, 8%, 9%, -2%, 6%, 9%, i, 5%
> COC(=O)CNC(=O)CCCCC(=O)NCC(=O)OC
→ -2%, 5%, 0%, -6%, 20%, 7%, -18%[57.5 µM], 15%

Sorted by value in EPAC1 antagonist (rising): three of the compounds above
SMILES,EPAC1 antagonist
COc1ccccc1NC(=S)N(Cc1ccco1)Cc1cc2cc(C)cc(C)c2[nH]c1=O,-20%
COc1cccc(/C=C/C(=O)Nc2ccc3nc4n(c(=O)c3c2)CCCC4)c1OC,-14%
Cc1ccc(-c2nc3ncccn3c2Nc2ccc3c(c2)OCCO3)o1,2%

EPAC1 antagonist, hit marks shown above
canonical_smiles | EPAC1 antagonist | FUS suppressor | PTHR1 agonist | EPAC2 antag
Cc1c(Br)c(O)c(Br)c(O)c1/C=N/n1c(-c2ccccc2)n[nH]c1=S | 56µM* | 45% | i | -13%
